NCI-60 one-dose screen, 48 h, at 10 µM unless noted. Numbers give growth in % (100 = growth as untreated, 0 = no growth, -100 = all killed).
KM12: KM12 colon cancer cells; 82,000 tested, 5% active; AID 1794800
HCC-2998: HCC-2998 colon cancer; 79,000 tested, 4.7% active; AID 1794799
SNB-75: SNB-75 CNS cancer; 79,000 tested, 5% active; AID 1794750
SF-268: SF-268 CNS cancer cells; 82,000 tested, 3.1% active; AID 1794759
HCT-15: HCT-15 colon cancer. AID 1794746. 82,000 tested, 5.2% active
SNB-19: SNB-19 CNS cancer cells; 81,000 tested, 2.5% active
HT29: HT29 colon cancer; AID 1794748; 81,000 tested, 7.4% active
HCT-116: HCT-116 colon cancer. AID 1794798. 82,000 tested, 7.3% active
SW-620: SW-620 colon cancer; 82,000 tested, 5.2% active; AID 1794795
* = called active by the depositor; nt = no result given; & = joins results of further samples. The calls were made as follows: active = growth percent below 10; inactive = the rest.

SMILES	KM12	HCC-2998	SNB-75	SF-268	HCT-15	SNB-19	HT29	HCT-116	SW-620
COc1ccc(Nc2n[nH]c(-c3ccc(Cl)cc3)c2C#N)cc1	113	125	108	110	129	105	107	107	111
O=c1c2cc3c(=O)n(O)c(=O)c3cc2c(=O)n1O	106	107	93	115	94	105	105	100	102
O=C(Nc1cccc(C2=NCCN2)c1)c1cccc(C(=O)Nc2cccc(C3=NCCN3)c2)c1	101	107	86	96	98	98	110	100	98
Cc1ccc(C2=C/C(=C/c3ccc(Br)cc3)C(=O)N2CCc2ccc(S(N)(=O)=O)cc2)cc1	100	105	61	88	100	90	106	95	103
CCCCCCCCC1OC(C)CC(C)(C)O1 (stereo not drawn)	101	108	94	99	107	99	89	79	99
O=c1[nH]c2ccc(Cl)cc2cc1CSc1ccccc1Nc1nccc(-c2ccc3ccccc3c2)n1	88	106	73	92	86	102	99	78	91
Cc1nc2ccccc2c(=O)n1-c1cccc(OCc2cn(-c3cccc(C(=O)O)c3)nn2)c1	105	111	95	96	102	100	97	101	104
O=C(Cc1csc2nc(-c3ccc(Cl)cc3)cn12)N/N=C/c1ccccc1O	36	nt	69	38	17	61	82	37	nt
N#CC(C(=O)/C(=N/Nc1nc(=S)[nH]n1N)C(C#N)c1ccccc1)c1ccccc1 (stereo not drawn)	104	92	82	100	110	111	94	83	98
CC(=O)C(N=Nc1ccccc1)C(C)=O	114	106	102	112	90	104	102	93	105
COc1ccc(C2=NN(C(C)=O)C(c3ccc(Oc4nc5c(c(=O)n(C)c(=O)n5C)n4C)c(OC)c3)C2)cc1 (stereo not drawn)	98	97	74	86	99	84	91	92	98
O=C1CN(Cc2ccc(C(=O)NO)cc2)C(=O)[C@H](Cc2c[nH]c3ccccc23)N1	107	94	99	106	104	95	105	97	102
CCOC(=O)c1c(C)oc2ncnc(Nc3ccc(OCc4cccc(F)c4)cc3)c12	93	108	119	99	99	99	93	78	89
CCNc1nc(N2CC(=O)Nc3cc(OC)ccc32)c2ccccc2n1	4.9*	-21*	25	15	6.1*	19	0.7*	-14*	22
COCC(OC)C(CC=C(C#N)C#N)OC (stereo not drawn)	99	86	89	101	97	107	111	111	103
CC(=O)OC[C@@]12Oc3c(cccc3-c3ccc(O)c4c3O[C@]3(COC(C)=O)C(=C4O)C(=O)C[C@H](C)[C@@H]3OC(C)=O)C(O)=C1C(=O)C[C@H](C)[C@@H]2OC(C)=O	8.7*	24	-10*	17	12	18	10	11	18
CCOC(=O)c1ccccc1NC(=O)CN(CC)CC	98	101	109	102	112	110	88	86	106
CCCC(OC(=O)CC)c1ccc(Cl)cc1 (stereo not drawn)	111	111	112	108	105	110	112	107	111
COc1ccc2c(c1)CC/C(=C\c1cnccc1OC)C2=O	95	nt	91	97	93	95	93	94	116
NNC(=O)c1nnsc1-c1csnn1	117	104	98	113	100	100	nt	103	113
C=CCC(=O)N[C@H](Cc1ccc(-c2cc(Cl)cc(Cl)c2)cc1)[C@H](O)[C@@H](O)C(=O)O	100	104	92	95	104	98	88	92	104
CC1(C)O[C@@H]2C[C@H]3[C@@H]4CC=C5C[C@@H](O)CC[C@]5(C)[C@H]4CC[C@]3(C)[C@]2(C(=O)CO)O1	110	106	100	105	102	100	103	106	111
N#Cc1ccc(NN=Nc2ccccc2C#N)cc1	107	114	98	106	101	102	102	99	111
Cc1cc2nc(SCC(=O)O)[nH]c2cc1C	95	110	95	101	107	105	102	98	106
Cc1ccc(N=C=Nc2ccc(C)cc2)cc1	149	124	103	117	81	104	114	111	133
Cc1c(C(=O)/C=C/c2ccc(N(C)C)cc2)nnn1-c1ccc(C(=O)O)cc1	101	99	94	95	95	94	99	94	107
C=C(C)[C@@H]1CC[C@]2(C(=O)O)CC[C@]3(C)[C@H](CC[C@@H]4[C@@]5(C)Cc6cc(Cc7ccccc7)oc6C(C)(C)[C@@H]5CC[C@]43C)[C@@H]12	68	87	98	93	72	90	78	62	82
CCCCCC(=O)OC/C=C/c1ccccc1	95	102	88	96	102	110	104	95	104
Cn1c(=O)c2c(nc(Br)n2CC(=O)Nc2ccc(Cl)cc2Cl)n(C)c1=O	101	106	88	98	96	101	108	93	99
COc1cccc(/C=C/C(=O)c2sc(Nc3ccc(O)cc3)nc2C)c1	78	105	84	61	84	95	82	87	110
Clc1ccc(Nc2nc(C3CC3)cs2)cc1	99	106	96	96	94	99	95	91	103
OC(COc1ccccc1Cl)CN1CCOCC1 (stereo not drawn)	107	108	97	103	111	105	103	104	113
CCCCCC(=O)c1ccc(OCCCN2CCN(C(=O)OCC)CC2)cc1	94	97	102	108	85	96	102	76	93
CCOC(=O)c1cc(/C(=N\O)c2cc(OC)c(OC)c(OC)c2)n2c(C)cccc12	28	71	9.5*	43	26	43	9.6*	27	23
C=C(C[n+]1ccccc1)[C@@H]1CC[C@]2(C(=O)O)CC[C@]3(C)[C@H](CC[C@@H]4[C@@]5(C)CC[C@H](O)C(C)(C)[C@@H]5CC[C@]43C)[C@@H]12	103	106	98	102	100	95	104	101	99
O=C(O)/C=C/C(=O)O	107&111	117&109	107&93	101&105	99&107	102&113	99&105	92&106	103&109
Cc1ccc2oc(=O)cc(Cn3cc(Cn4c(C)cc(=O)n(Cc5cn(Cc6cc(=O)oc7ccc(C)cc67)nn5)c4=O)nn3)c2c1	104	106	94	100	107	100	102	102	102
CC(=O)Nc1ccc(S(=O)(=O)Oc2nccnc2N)cc1	98	94	86	98	103	104	112	99	104
S=C(NCCc1ccccc1)Nc1ncccn1	113	nt	105	106	109	102	102	104	110
O=c1[nH]c2nc(Cl)nc(Cl)c2[nH]1	101	101	85	111	104	108	107	104	107
O=C(O)c1ccccc1OP(=O)(O)O	111	105	94	115	106	108	107	101	109
CCOC(=O)CSc1nc2ccccc2c(=O)n1Cc1ccc(S(N)(=O)=O)cc1	104	109	86	99	100	99	105	102	99
CCN(CCO)Cc1c(-c2ccccc2)oc(-c2ccccc2)c1Cl	94	nt	99	94	95	96	90	90	99
O=c1cc(O)n(C2=NCCN2)[nH]1	104	92	101	102	106	101	98	103	108
O=c1cc(Cn2cnc3c(NCc4ccco4)ncnc32)c2cc(Cl)ccc2o1	90	101	94	98	98	104	98	83	115
OCc1cnc2ccccc2c1NC1CCCCC1	98	99	99	99	103	102	95	98	99
c1ccc(CN2C(c3ccccc3)=Nc3ccccc3C2c2c[nH]c3ccccc23)cc1 (stereo not drawn)	57	42	59	71	36	49	15	14	27
CCOC(OCC)c1cnc2nc(NC(C)=O)[nH]c(=O)c2n1	108	107	92	112	99	99	91	102	103
N#Cc1c(N)nc2c3c(N)n4c(nc3nn2c1=Nc1ccc(Cl)cc1)sc1cc([N+](=O)[O-])ccc14	99	121	104	104	106	110	125	105	103
CCCCSc1ccc2nc(-c3ccc(OCCCN=C(N)N)cc3)cn2c1	34	59	22	51	93	24	53	42	83
Remaining list, next part.
SMILES	KM12	HCC-2998	SNB-75	SF-268	HCT-15	SNB-19	HT29	HCT-116	SW-620
CC(=O)C1=NCC(=O)N(c2ccc(Cl)cc2)N1	105	106	101	101	95	101	103	101	102
O=C1c2ccccc2C2(c3ccc(O)cc3)c3ccccc3Oc3cccc1c32 (stereo not drawn)	15	35	42	40	26	36	7.1*	14	23
Cc1cnccn1	103	97	90	98	103	108	98	106	116
Cc1ccc(Cl)c(-n2c(SCC(=O)NN)nc3ccccc3c2=O)c1	105	87	94	97	99	101	113	101	104
COc1cc(CNS(=O)(=O)c2ccc(C)cc2)ccc1OCc1cn(-c2ccc(C#N)cc2)nn1	106	nt	92	95	101	103	97	101	100
Nc1ccc(C2NNC(=O)Cc3cc4c(cc32)OCO4)cc1 (stereo not drawn)	115	100	nt	117	101	114	98	105	111
COc1ccc(-c2nc3ccc(-c4nnc(SCC(=O)Nc5cc(OC)c(OC)c(OC)c5)o4)cc3[nH]2)cc1OC	100	113	82	92	103	106	107	99	100
N#C/C(=C\c1ccc(Cl)cc1)c1cc2ccccc2[nH]1	88	105	82	94	90	90	97	94	83
COc1ccc2cc(-c3cc4c(oc3=O)-c3ccccc3OC4O)c(=O)oc2c1 (stereo not drawn)	91	nt	74	68	69	81	79	63	96
COc1ccc(/C=C/C(=O)Nc2cccc(C(F)(F)F)c2)cc1OC	92	104	109	111	87	101	95	94	105

A second format for some results above:
O=C1c2ccccc2C2(c3ccc(O)cc3)c3ccccc3Oc3cccc1c32 (stereo not drawn)
  KM12 = 15
  HCC-2998 = 35
  SNB-75 = 42
  SF-268 = 40
  HCT-15 = 26
  SNB-19 = 36
  HT29 = 7.1*
  HCT-116 = 14
  SW-620 = 23

Cc1ccc(Cl)c(-n2c(SCC(=O)NN)nc3ccccc3c2=O)c1
  KM12 = 105
  HCC-2998 = 87
  SNB-75 = 94
  SF-268 = 97
  HCT-15 = 99
  SNB-19 = 101
  HT29 = 113
  HCT-116 = 101
  SW-620 = 104

Cc1cnccn1
  KM12 = 103
  HCC-2998 = 97
  SNB-75 = 90
  SF-268 = 98
  HCT-15 = 103
  SNB-19 = 108
  HT29 = 98
  HCT-116 = 106
  SW-620 = 116

Exported with two lines to a compound: 5 of the compounds above.
Screens in order: KM12 | HCC-2998 | SNB-75 | SF-268 | HCT-15 | SNB-19 | HT29 | HCT-116 | SW-620
- S=C(NCCc1ccccc1)Nc1ncccn1
→ 113 | nt | 105 | 106 | 109 | 102 | 102 | 104 | 110
- O=c1[nH]c2nc(Cl)nc(Cl)c2[nH]1
→ 101 | 101 | 85 | 111 | 104 | 108 | 107 | 104 | 107
- O=C(O)c1ccccc1OP(=O)(O)O
→ 111 | 105 | 94 | 115 | 106 | 108 | 107 | 101 | 109
- CCOC(=O)CSc1nc2ccccc2c(=O)n1Cc1ccc(S(N)(=O)=O)cc1
→ 104 | 109 | 86 | 99 | 100 | 99 | 105 | 102 | 99
- CCN(CCO)Cc1c(-c2ccccc2)oc(-c2ccccc2)c1Cl
→ 94 | nt | 99 | 94 | 95 | 96 | 90 | 90 | 99

The list continues:
SMILES	KM12	HCC-2998	SNB-75	SF-268	HCT-15	SNB-19	HT29	HCT-116	SW-620
COc1ccc(OC)c(-c2c(C#N)c(-c3ccco3)nc3c2c(-c2ccccc2)nn3-c2ccccc2)c1	106	105	85	96	97	93	105	88	96
O=C(O)/C=C\C(=O)Nc1ccc2c(c1)Cc1cc(F)ccc1-2	101	98	86	96	100	103	96	92	110
O=C1c2ccccc2C(=O)N1/N=C/c1cc(Br)ccc1O	117	nt	106	107	86	90	103	101	103
CCOC(=O)c1ccc(NC(N)=S)cc1	108	98	nt	108	114	94	nt	97	111
CCOC(=O)c1c2c(c(C)n1C)-c1oncc1CC2	107	113	81	104	117	92	99	99	100
O=C1c2ccccc2C(=O)N1c1nccs1	114	103	89	102	104	109	119	106	107
NC(=NCc1ccccc1)C(N=Nc1ccccc1)C(=O)NCc1ccccc1 (stereo not drawn)	35	75	97	54	49	63	18	16	62
COc1ccc(-c2nnc(SC/C(=N/O)c3ccccc3)n2-c2ccccc2)cc1	112	112	103	117	95	97	95	93	114
CN(C)CCN1C(=O)c2cccc3c(/C=C/CN4C(=O)c5cccc6cccc(c56)C4=O)ccc(c23)C1=O	-79*	36	91	101	-76*	19	94	9.6*	12
CCOC(=O)c1sc(NC(=O)/C=C/c2ccc(OC)c(OC)c2)nc1N1CCOCC1	74	96	nt	85	57	76	48	60	109
C=C(C)[C@@H]1CC[C@]2(C(=O)NCCCCCCCCCCCCCCC)CC[C@]3(C)[C@H](CC[C@@H]4[C@@]5(C)C/C(=C/c6ccco6)C(=O)C(C)(C)[C@@H]5CC[C@]43C)[C@@H]12	99	103	78	100	99	94	98	101	101
O=C(Nc1ccc(NC(=O)c2cc(S(=O)(=O)NCCc3c[nH]c4ccccc34)c(O)c(O)c2O)cc1)c1cc(S(=O)(=O)NCCc2c[nH]c3ccccc23)c(O)c(O)c1O	100	108	98	98	106	101	112	100	111
O=C(Nc1cn[nH]c1-c1nc2ccc(CN3CCOCC3)cc2[nH]1)NC1CC1	6.9*	42	-42*	24	50	19	16	3.9*	11
CCN(CC)CCNc1ccc(OC)c2cccnc12	99	100	88	102	105	104	100	83	84
O=C(CCc1nnc(-c2c(Cl)cccc2Cl)o1)c1nc2ccccc2[nH]1	29	66	63	68	81	75	9.4*	22	36
COc1ccc(/C(C)=N\NC(N)=S)cc1OC	100	98	89	103	98	109	96	96	107
Nc1nc2cc(Cl)ccc2s1	114	109	96	116	98	121	104	109	101
CCn1c2ccccc2c2cc(NC(=O)N3CCCCC3)ccc21	72	99	97	100	76	103	68	104	98
NC(CCl)=NCCC[C@H](N)C(=O)O	106	100	90	108	94	97	105	99	100
COc1ccc2c(c1)c(-c1csc(-c3ccc4ccccc4c3)n1)cn2C	88	111	97	101	88	108	98	86	101
CCOC(=O)C(Cl)Cc1ccccc1 (stereo not drawn)	112	113	102	106	106	102	102	101	104
CC(=O)c1cccc(NC(=O)Cn2cc(CN3C(=O)c4ccccc4S3(=O)=O)nn2)c1	100	104	80	94	97	97	96	91	102
O=C(NC1c2ccccc2Oc2ccccc21)OCCCl	108	115	77	95	89	78	104	98	99
Cc1cc2c(c(C)c1Cl)C(=O)/C(=C/c1ccc(O)c(O)c1)O2	109	112	99	108	106	99	106	112	105
Cc1csc(-c2nnc(Nc3ccc(Oc4ncccc4-c4ccnc(N)n4)cc3)c3ccccc23)c1	19	36	62	58	38	43	10	22	20
Oc1ccc(Br)cc1Sc1cc(Br)ccc1O	93	92	59	55	37	41	116	34	64
COc1nc2c(cc1S(=O)(=O)c1ccccc1)CCc1c-2cnn1-c1cccc(Cl)c1	85	101	86	87	71	98	55	63	94
